Assay outcomes (PubChem)
BoNT A protease = inhibitors of Botulinum neurotoxin A light chain protease; AID 588499; 360,000 compounds, 0.17% hits; inhibition, % at 10 µM; multiplex microsphere protease substrate cleavage, flow cytometry; further: plate controls were buffer without enzyme for full effect and enzyme alone for no effect
SARS 3CLpro inh = SARS-CoV 3CLpro protease inhibition | P0C6X7 | recombinant SARS-CoV 3CLpro, quenched FRET peptide cleavage | inhibition, % at 6 µM | 290,000 compounds, 0.14% hits | AID 1706; in the data active means inhibition above about 12%
Vc quorum ag = induces V. cholerae light production without autoinducers. 350,000 compounds, 0.16% hits. activation, % at 18.7 µM. V. cholerae BH1578 lux reporter, luminescence, 6 h; in the data active means activation mostly above about 9.7%, no sharp cut-off; inconclusive means no clear call, values can overlap the other calls; inactive means mostly below about 3.7%; further: not every result past the cut was called active; inactives centre near 0; reference of the scale not given here
Y pestis TopoI = blocks Yersinia pestis topoisomerase I activity; AID 504884; Y. pestis Topo-I cleavage product accumulation, plate reader; activity, % at 10 µM; 360,000 compounds, 0.064% hits; in the data active means activity above about 50%, passing the limit was not always enough; inconclusive means no clear call, values can overlap the other calls; further: inactives centre near 2
Anthrax LF prot = inhibitors of Bacillus anthracis lethal factor protease; P15917; multiplex microsphere protease cleavage assay, LF; inhibition, % at 10 µM; 360,000 compounds, 0.12% hits; AID 588501; further: plate controls were buffer without enzyme for full effect and enzyme alone for no effect
PfHsp40 rescue = compounds rescuing yeast from Plasmodium falciparum HSP40 toxicity | S. cerevisiae expressing PfHsp40, growth rescue, ATP luminescence | growth rescue, % at 12.5 µM | 340,000 compounds, 0.68% hits; in the data active means growth rescue above about 28%, passing the limit was not always enough; inconclusive means no clear call, values can overlap the other calls;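 further: yeast W303a lacking pdr1 and pdr3 grown in galactose medium; growth measured after three days at 30 °C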
CCHFV vOTU inh = CCHFV vOTU protease inhibition | Pep-AMC fluorescence | inhibition, % at 11.5 µM | 370,000 compounds, 0.55% hits; in the data active means inhibition above about 30%; further: 0% = vehicle wells with enzyme and 100% = no enzyme wells
VHR inh abs = DUSP3 (human) phosphatase inhibition. P51452. recombinant VHR phosphatase, pNPP absorbance. inhibition, % at 13.3 µM. 290,000 compounds, 0.52% hits. AID 1654; in the data active means inhibition above about 50%; further: some compounds called inactive have numbers as strong as hits
TcdB inh = inhibitors of Clostridioides difficile toxin B glycohydrolase; inhibition, % at 9.99 µM; 350,000 compounds, 0.24% hits; TcdB glycohydrolase enzymatic assay, plate reader; in the data active means inhibition above about 10%
PriA SSB inh = blocks PriA binding to SSB C-terminal tail. AlphaScreen SSBct-PriA binding, biotinylated peptide. inhibition, % at 33 µM. 430,000 compounds, 0.6% hits. AID 1272365; in the data active means inhibition mostly above about 37%, no sharp cut-off; inactive means mostly below about 20%;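 further: plate controls were negative control peptide for no effect and reference peptide for full effect; strong numbers were not always called active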
An asterisk follows results filed as active; i = inactive; u = inconclusive; x = not tested or not shown. Unless noted, no stated cut-off is given here; in the data, active means inhibition above about 30%; inconclusive means no clear call, values can overlap the other calls; inactive means below that.

SMILES | BoNT A protease | SARS 3CLpro inh | Vc quorum ag | Y pestis TopoI | Anthrax LF prot | PfHsp40 rescue | CCHFV vOTU inh | VHR inh abs | TcdB inh | PriA SSB inh
CCOc1cc2c(cc1OCC)-n1cccc1C(c1ccccc1O)NC2 (configuration not stated) | -3.5 | -1 | 1.9 | -2 | -17 | -0.7 | -7 | 24 | 1.0 | 26
Cc1ccc(C)c(N2N=C(C(=O)Nc3ccc(S(=O)(=O)N4CCCC4)cc3)CCC2=O)c1 | 0.2 | 1 | i | 18 | 1 | 0.3 | -5 | 31 | 1.4 | -5
Cc1ccc(C(=O)N/C(=C\c2ccccc2)C(=O)NCc2cccnc2)cc1 | -0.3 | 7 | -0.3 | 12 | -1 | 0.3 | -16 | 31 | 0.3 | 3
Cc1ccc(C)c(NC(=O)CCc2ccc(S(=O)(=O)NC3CCCCC3)cc2)c1 | 0.8 | -6 | i | 27 | 0 | 5.1 | 16 | 24 | x | 6
CCC1CCCCN1S(=O)(=O)c1ccc(NC(=O)c2cccnc2)cc1 (configuration not stated) | 1.6 | -1 | -0.1 | 6 | 1 | 5.1 | -3 | 14 | 0.4 | -7
CC(=O)c1cccc(-c2ccnc3c2CC(C(=O)Nc2cccc(NS(C)(=O)=O)c2)O3)c1 (configuration not stated) | -0.2 | x | -0.7 | 16 | -4 | x | -5 | x | -0.3 | x
CC1(C(=O)NS(=O)(=O)c2ccc3c(c2)CCO3)CCN1C(=O)COc1ccc(Cl)cc1 (configuration not stated) | -0.1 | x | -1.3 | 1 | -2 | x | -3 | x | -1.4 | x
Cc1cc(Nc2ccc(C)c(C)c2)c2ccccc2n1 | -0.3 | 4 | -0.5 | 6 | -3 | -1.1 | 13 | 30 | 1.6 | 7
NS(=O)(=O)c1ccc(NC(=S)NC(=O)c2ccc3c(c2)OCO3)cc1 | 0.9 | 5 | i | 10 | -6 | 1.1 | 1 | 14 | -0.6 | -5
COc1ccc2cc3cc(C(=O)N4CCN(c5ccccn5)CC4)oc3nc2c1 | x | -6 | i | 2 | x | 0.0 | -3 | 13 | 1.6 | -10
CN1CCN(S(=O)(=O)c2ccc(NC(=O)COc3ccccc3)cc2)CC1 | 0.1 | 4 | -0.3 | 1 | -1 | 0.3 | -10 | 6 | -0.5 | -10
CCNC(=O)N1CCC(n2nccc2NC(=O)CCCc2ccccc2)CC1 | 1.0 | -2 | i | 4 | -3 | -0.6 | -2 | -13 | -0.9 | 9
CCOc1ccc(C(=O)NC2CCN(C(=O)Nc3ccc(F)cc3)CC2)cc1 | -0.5 | -4 | -0.3 | 3 | 4 | 0.9 | 2 | 30 | 0.5 | -6
Cc1occc1C(=O)NNS(=O)(=O)c1ccc([N+](=O)[O-])cc1 | -0.5 | -1 | -0.2 | 2 | 0 | -1.5 | 3 | 2 | 2.8 | -14
CCN1C[C@@H]2[C@@H]3C(=O)N(C)C(=O)[C@@H]3[C@](C)(C1=O)N2C(=O)c1ccc(C(F)(F)F)cc1 | -0.4 | x | i | -3 | 0 | -1.1 | 6 | x | -0.6 | -8

Looked up by structure from the list above (3):
SMILES | BoNT A protease | SARS 3CLpro inh | Vc quorum ag | Y pestis TopoI | Anthrax LF prot | PfHsp40 rescue | CCHFV vOTU inh | VHR inh abs | TcdB inh | PriA SSB inh
CCNC(=O)N1CCC(n2nccc2NC(=O)CCCc2ccccc2)CC1 | 1.0 | -2 | i | 4 | -3 | -0.6 | -2 | -13 | -0.9 | 9
CCC1CCCCN1S(=O)(=O)c1ccc(NC(=O)c2cccnc2)cc1 (configuration not stated) | 1.6 | -1 | -0.1 | 6 | 1 | 5.1 | -3 | 14 | 0.4 | -7
Cc1occc1C(=O)NNS(=O)(=O)c1ccc([N+](=O)[O-])cc1 | -0.5 | -1 | -0.2 | 2 | 0 | -1.5 | 3 | 2 | 2.8 | -14

Next part
SMILES | BoNT A protease | SARS 3CLpro inh | Vc quorum ag | Y pestis TopoI | Anthrax LF prot | PfHsp40 rescue | CCHFV vOTU inh | VHR inh abs | TcdB inh | PriA SSB inh
O=C(NCc1ccc2c(c1)OCO2)C1CCCN1S(=O)(=O)c1ccc(F)cc1 (configuration not stated) | 0.6 | -1 | 0.8 | 8 | -1 | 0.2 | 9 | 24 | 1.3 | -21
COC(=O)CNC(=O)CSc1nnc(C)c(=O)[nH]1 | 0.0 | -1 | -1.3 | -2 | 0 | 0.8 | 15 | 38 | x | -9
Cc1cccc(Nc2nc(C)nc3c2oc2ccccc23)c1 | -1.9 | -3 | i | 8 | -5 | 0.4 | -11 | 24 | 1.4 | -26
COc1cc(OC)c(C2N(c3ccc(Cl)cc3)C(=O)C3CCCN32)cc1OC (configuration not stated) | 0.8 | -2 | i | 9 | -1 | -1.8 | -3 | 21 | 0.0 | 4
O=C(CCS(=O)(=O)c1ccccc1)N1CCN(c2cccc(C(F)(F)F)c2)CC1 | -1.6 | 2 | -0.3 | 22 | -5 | 0.4 | 4 | 24 | 1.0 | -8
C=CCC[C@H](Cc1ccc(F)cc1)C(=O)OC[C@@H](NC(=O)[C@@H](CC=C)CC(=O)N(CCO)Cc1ccccc1)C(C)(C)C | -0.1 | x | i | 2 | -13 | 3.9 | 28 | x | 0.2 | -2
CC(=O)Nc1sc(C)c(C)c1C(=O)OCC(=O)N(C)C1CCS(=O)(=O)C1 (configuration not stated) | 0.6 | -1 | -0.3 | -5 | 2 | -0.8 | 6 | -1 | x | -15
CCN(CCS(=O)(=O)c1ccc(Cl)cc1)C(=O)Nc1ccc(Cl)cc1 | 0.3 | 1 | -0.3 | -6 | -8 | 0.9 | 6 | -7 | 1.4 | 0
CCOc1ccc(OCCC(=O)OCC(=O)c2c(N)n(C)c(=O)n(C)c2=O)cc1 | 4.1 | x | i | 8 | u | -0.1 | -7 | x | 1.7 | -2
Cc1ccc(-c2ccc(C(=O)O)o2)cc1Cl | 1.0 | 6 | i | -10 | -8 | 1.2 | 5 | 8 | 0.9 | 1
Cc1nnc(SCC(=O)N2CCCC(N3CCN(c4ccc(F)cc4)CC3)C2)o1 (configuration not stated) | 1.5 | 4 | i | -5 | 0 | -0.1 | -2 | -3 | 2.1 | -15
Cc1cc(C)nc(SCCn2c(N3CCOCC3)nc3c2c(=O)[nH]c(=O)n3C)n1 | -0.9 | 0 | -0.3 | 2 | 6 | -0.4 | -1 | 16 | 0.8 | -2
Cc1ccc(NC(=O)C(C)OC(=O)COc2cccc(C(F)(F)F)c2)cc1 (configuration not stated) | 0.4 | x | -5.9 | 5 | 5 | 1.6 | 25 | x | -1.0 | -16
N#Cc1ccc(Oc2nc(C(N)=O)cc(-c3ccccc3)n2)cc1 | -4.7 | 4 | -1.2 | -9 | -2 | -0.8 | -5 | 13 | 0.1 | 4
CSc1ccccc1C(=O)NC(C)c1ccc(-n2ccnc2)cc1 (configuration not stated) | -1.3 | 1 | -0.5 | 3 | -2 | 1.1 | 26 | 1 | 1.0 | -4

Ordered by count of non-hydrogen atoms (highest first): some entries from above.
SMILES | BoNT A protease | SARS 3CLpro inh | Vc quorum ag | Y pestis TopoI | Anthrax LF prot | PfHsp40 rescue | CCHFV vOTU inh | VHR inh abs | TcdB inh | PriA SSB inh
C=CCC[C@H](Cc1ccc(F)cc1)C(=O)OC[C@@H](NC(=O)[C@@H](CC=C)CC(=O)N(CCO)Cc1ccccc1)C(C)(C)C | -0.1 | x | i | 2 | -13 | 3.9 | 28 | x | 0.2 | -2
CCN(CCS(=O)(=O)c1ccc(Cl)cc1)C(=O)Nc1ccc(Cl)cc1 | 0.3 | 1 | -0.3 | -6 | -8 | 0.9 | 6 | -7 | 1.4 | 0
N#Cc1ccc(Oc2nc(C(N)=O)cc(-c3ccccc3)n2)cc1 | -4.7 | 4 | -1.2 | -9 | -2 | -0.8 | -5 | 13 | 0.1 | 4
Cc1cccc(Nc2nc(C)nc3c2oc2ccccc23)c1 | -1.9 | -3 | i | 8 | -5 | 0.4 | -11 | 24 | 1.4 | -26
COC(=O)CNC(=O)CSc1nnc(C)c(=O)[nH]1 | 0.0 | -1 | -1.3 | -2 | 0 | 0.8 | 15 | 38 | x | -9

Other results:
SMILES | BoNT A protease | SARS 3CLpro inh | Vc quorum ag | Y pestis TopoI | Anthrax LF prot | PfHsp40 rescue | CCHFV vOTU inh | VHR inh abs | TcdB inh | PriA SSB inh
COc1cccc(N2CC34C=CC(O3)C(C(=O)O)C4C2=O)c1 (configuration not stated) | 0.2 | 3 | i | 8 | -9 | 1.0 | -19 | 23 | x | -15
COc1ccc(N(CC(=O)NC2CCCC2)C(=O)Cn2nnc(-c3ccc(OC)c(OC)c3)n2)c(OC)c1 | -2.9 | 6 | i | 24 | -16 | -0.1 | 4 | 1 | 1.1 | 3
COc1ccc(NC(C)C(=O)Nc2cc(C(F)(F)F)ccc2N2CCOCC2)c(OC)c1 (configuration not stated) | -0.2 | 6 | i | 16 | -3 | -0.9 | 12 | -16 | 0.3 | 35
O=C(c1cccs1)N1C[C@@H](O)[C@H](n2cc(-c3ccc(F)cc3)nn2)C[C@@H]1c1ccc(Cl)cc1 | -0.6 | x | -0.5 | 24 | -3 | x | 6 | x | 1.5 | x
C/C(=N\NC(=O)C(=O)Nc1ccc(C)c(Cl)c1)c1ccncc1 | 0.3 | 2 | -1.0 | 1 | 0 | -0.6 | -15 | 78 | x | x
COc1ccc([C@H]2CC(=O)C=C(c3ccc4c(c3)OCO4)C2)cc1 | 0.3 | x | i | 11 | 0 | -0.2 | 3 | x | 0.5 | -21
Cc1sc2ncnc(N3CCC(C(=O)Nc4ccc(Cl)cc4Cl)CC3)c2c1C | 2.8 | x | -0.7 | -9 | -4 | x | 5 | x | 3.3 | 0
CCOc1ccc(OCC)c(NC(=O)CCS(=O)(=O)c2ccc(C)cc2)c1 | -5.9 | -1 | -0.6 | 0 | 1 | -1.3 | -3 | 18 | 1.1 | -3
CC(=O)/C(=N\Nc1cccc(Cl)c1)Sc1cccc2cccnc12 | 0.7 | -4 | -0.3 | 7 | -4 | -2.3 | 0 | -4 | x | x
COc1ccc(NC(=S)NC2CCCC2)c(OC)c1 | -1.7 | -6 | i | -8 | -11 | -1.6 | 10 | 5 | 0.1 | -1
C/C(=N\NC(=O)c1cccc([N+](=O)[O-])c1)c1ccco1 | 0.9 | -4 | i | 10 | -11 | -0.2 | -7 | 17 | -0.9 | x
CCOC(=O)c1c(NC(=O)c2cccs2)sc(C(=O)N(C)C)c1C | 0.7 | -4 | x | 9 | 1 | 0.4 | 13 | 2 | x | -15
CCOc1ccc(N2C(=O)NC(=O)/C(=C\c3ccc(N4CCCCC4)o3)C2=O)cc1 | -1.3 | 3 | -0.4 | 6 | -3 | -0.6 | 25 | 9 | x | -3
Cc1ccc(C(=O)Nc2cccc([N+](=O)[O-])c2)cc1S(=O)(=O)Nc1cccc(C(=O)O)c1 | -1.1 | 7 | -0.4 | 4 | -1 | -0.4 | 1 | -14 | -0.7 | 6
CCC(Sc1ncccc1C(=O)Oc1cccc([N+](=O)[O-])c1)C(=O)Nc1ccccc1OC (configuration not stated) | -0.9 | -1 | i | 1 | -4 | -0.8 | 8 | 4 | -0.5 | 4
COc1ccc2cc(Br)ccc2c1CC(=O)N(C)C | 0.7 | 1 | -0.3 | -10 | 5 | -0.4 | 3 | 30 | 0.6 | 2
Cc1ccsc1C(=O)NNC(=S)NCC(C)C | u | -2 | -0.2 | -2 | -2 | -0.7 | -5 | -10 | -1.1 | 3
CSCCOC(=O)COc1ccc(/C=N/NC(=O)c2nn(C)cc2Cl)cc1 | 0.2 | 0 | 0.0 | 6 | -1 | 0.3 | -3 | 40 | x | x
O=C(NCCC1=CCCCC1)c1cnccn1 | 0.8 | -4 | i | 2 | -2 | -1.1 | 6 | 15 | x | -19
Cc1ccc(Nc2nnc(-c3ccc4c(c3)OCO4)o2)c(C)c1 | -0.7 | -1 | 0.4 | 5 | 7 | -0.9 | 16 | 13 | 1.6 | 5
CCOC(=O)C1(Cc2ccccc2)CCCN(CCO)C1 (configuration not stated) | 0.3 | -4 | i | 10 | 0 | -0.1 | -18 | 15 | -0.9 | -1

Not all compounds are listed. The share of hits here may be higher or lower than overall.
